Screening data from PubChem BioAssay.
KB-3-1 cytotox – KB-3-1 parental cell cytotoxicity; AID 1347075; KB-3-1 viability, CellTiter-Glo ATP luminescence, 72 h; actives 1.4% (n = 400,000); Potency, µM (doses to about 46.1 µM), for the others: top-dose activity change, negative = cytotoxic, actives largely listed as cytotoxic; note: potency is the fitted concentration of half-maximal effect; % is set by controls: 0 for no effect and ±100 for the full control effect; nearly all actives have a fitted effect of over 60% in size
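Here the drug-naive KB-3-1 line serves as comparator for MDR sub-line selectivity; cells received compound titrations, 72 h at 37 °C, then CellTiter-Glo readout.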
ATXN2 expr inh – inhibitors of ATXN2 expression; HEK-293 ATXN2-luciferase reporter, luminescence, 24 h; Potency, µM (highest dose often 57 µM), without a hit: at the highest dose activity change, negative = inhibition, usual class: inhibitors; actives 0.72% (n = 360,000); note: potency is the fitted concentration of half-maximal effect; % is set by controls: 0 for no effect and ±100 for the full control effect; nearly all actives have a fitted effect of over 55% in size
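ATXN2-luciferase reporter cells (luciferase flanked by upstream and downstream ATXN2 gene portions) were treated 24 h at 37 °C with compounds at up to 57 uM. SteadyGlo luminescence gave expression; GF-AFC fluorescence gave viability.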
MCF10A rereplic – inducers of DNA re-replication in MCF 10A breast cells; actives 2.9% (n = 350,000); AID 624296; MCF 10A DNA re-replication, Hoechst nuclear intensity, 48 h; Potency, µM (doses to about 46.1 µM), without a hit: at the highest dose activity, positive = re-replication, hits mostly activators; note: potency is the fitted concentration of half-maximal effect; % of control where 0% means no effect; nearly all actives have a fitted effect of over 50% in size
HT1080 IDH1KD tx – toxicity to HT-1080 IDH1 knockdown cells (counter line); HT-1080 IDH1 knockdown viability, ATP luminescence, 48 h; actives 2% (n = 360,000); Potency, µM (titrated, usually from 46.1 µM), without a hit: at the highest dose activity, negative = toxicity, usual class: cytotoxic; AID 686971;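 note: potency is the fitted concentration of half-maximal effect; 0% = DMSO wells and -100% = cell-free medium wells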
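CellTiter-Glo luminescence after 48 h compound exposure at 37 degrees C of IDH1-knockdown HT-1080 cells in 5% FBS RPMI. %Activity scaled between DMSO wells and cell-free media wells, with curves fitted and assigned curve classes.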
SW480 rereplic – DNA re-replication induction in SW480 cells; Potency, µM (titrated, usually from 46.1 µM), for inactives: at the highest dose re-replication activation, usual class: activators; AID 624297; SW480 DNA re-replication, Hoechst DNA content imaging, 48 h; actives 1.8% (n = 340,000); note: potency is the fitted concentration of half-maximal effect; % of control where 0% means no effect; nearly all actives have a fitted effect of over 55% in size
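Quantitative HTS format with DMSO vehicle controls; 48 hr drug incubation at 37 C, then 40 min Hoechst staining and scanning imager measurement at 405 nm excitation.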
HT1080-NT tox – kills 2HG-producing HT-1080-NT fibrosarcoma cells. HT-1080-NT fibrosarcoma viability, CellTiter-Glo ATP luminescence, 48 h. Potency, µM (doses to about 46.1 µM), without a hit: at the top dose activity, negative = less viability, most hits filed as cytotoxic. actives 1.6% (n = 360,000). AID 686970;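 note: NT is the 2HG producing partner of a matched IDH1 knockdown line; potency is the fitted concentration of half-maximal effect; 0% = DMSO-treated cells and -100% = media-only wells without cells; nearly all actives have a fitted effect of over 55% in size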
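Viability of the 2HG-overproducing fibrosarcoma line after 48 hours of compound exposure at 37 degrees C was determined by luminescence with CellTiter-Glo, and concentration-effect curves were then fitted and categorized.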
KB-V1 cytotox – KB-V1 MDR subline cytotoxicity; KB-V1 MDR cells viability, CellTiter-Glo, 72 h; Potency, µM (doses to about 46.1 µM), without a hit: at the highest dose activity change, negative = cytotoxicity, hits mostly cytotoxic; actives 3.4% (n = 400,000); note: potency is the fitted concentration of half-maximal effect; % is set by controls: 0 for no effect and ±100 for the full control effect; nearly all actives have a fitted effect of over 60% in size
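Cells of the MDR subline KB-V1 are plated, dosed with compound at multiple concentrations, and incubated 72 h at 37 degrees C; CellTiter-Glo is then added and luminescence read after 10 min.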
WRN inhibitor – inhibitors of human WRN helicase; Q14191; Potency, µM (series often up to 114 µM), inactives show at the highest dose activity change, negative = inhibition, hits mostly inhibitors; actives 0.46% (n = 360,000); WRN helicase unwinding, fluorescent forked duplex, kinetic; note: potency is the fitted concentration of half-maximal effect; % is set by controls: 0 for no effect and ±100 for the full control effect; nearly all actives have a fitted effect of over 55% in size
Target sequence (Q14191 whole entry, looked up): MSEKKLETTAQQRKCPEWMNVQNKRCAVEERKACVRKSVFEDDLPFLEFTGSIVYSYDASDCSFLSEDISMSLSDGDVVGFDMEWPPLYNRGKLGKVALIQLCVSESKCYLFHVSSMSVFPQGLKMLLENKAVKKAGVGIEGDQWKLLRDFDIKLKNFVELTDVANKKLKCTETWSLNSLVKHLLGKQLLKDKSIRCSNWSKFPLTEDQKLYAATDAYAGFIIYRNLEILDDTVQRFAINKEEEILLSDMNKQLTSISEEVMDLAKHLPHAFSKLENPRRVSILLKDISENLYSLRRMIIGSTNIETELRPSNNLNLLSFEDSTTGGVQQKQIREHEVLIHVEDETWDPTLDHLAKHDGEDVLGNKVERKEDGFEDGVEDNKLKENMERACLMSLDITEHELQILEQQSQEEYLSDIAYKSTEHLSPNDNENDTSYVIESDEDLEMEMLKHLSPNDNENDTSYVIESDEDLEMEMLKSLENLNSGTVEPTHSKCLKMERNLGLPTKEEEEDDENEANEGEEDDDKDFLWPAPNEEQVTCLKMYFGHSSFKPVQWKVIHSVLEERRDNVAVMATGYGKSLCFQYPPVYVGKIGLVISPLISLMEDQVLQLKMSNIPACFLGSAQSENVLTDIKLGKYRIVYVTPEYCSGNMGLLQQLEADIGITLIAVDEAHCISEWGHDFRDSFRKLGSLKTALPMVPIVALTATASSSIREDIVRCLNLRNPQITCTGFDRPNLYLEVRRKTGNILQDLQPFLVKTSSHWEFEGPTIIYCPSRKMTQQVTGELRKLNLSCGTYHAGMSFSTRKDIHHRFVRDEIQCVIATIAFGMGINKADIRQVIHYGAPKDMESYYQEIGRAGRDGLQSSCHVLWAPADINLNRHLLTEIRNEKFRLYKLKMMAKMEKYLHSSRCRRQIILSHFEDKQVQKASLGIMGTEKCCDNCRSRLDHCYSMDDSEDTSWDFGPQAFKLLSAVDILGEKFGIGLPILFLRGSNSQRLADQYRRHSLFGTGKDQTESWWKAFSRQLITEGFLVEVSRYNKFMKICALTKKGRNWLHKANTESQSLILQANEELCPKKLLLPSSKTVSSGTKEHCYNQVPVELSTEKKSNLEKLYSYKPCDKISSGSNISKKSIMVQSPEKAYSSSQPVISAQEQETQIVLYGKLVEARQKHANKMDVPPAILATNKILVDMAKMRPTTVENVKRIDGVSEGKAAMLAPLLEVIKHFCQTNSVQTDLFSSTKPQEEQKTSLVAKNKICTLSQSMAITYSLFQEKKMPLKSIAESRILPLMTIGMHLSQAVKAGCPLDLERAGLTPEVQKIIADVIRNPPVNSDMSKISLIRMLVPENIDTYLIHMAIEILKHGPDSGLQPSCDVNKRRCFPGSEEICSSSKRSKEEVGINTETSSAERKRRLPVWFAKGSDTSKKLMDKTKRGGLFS
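WRN at 20 nM final preincubated with compound 15 min at room temperature; reaction started with 100 nM fluorophore/quencher forked duplex oligonucleotide and 2 mM ATP final. Unwinding followed kinetically by red fluorescence (ex 525, em 598 nm).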
IL-1B inflam inh – inhibitors of inflammasome signaling (IL-1 beta secretion). THP-1 LPS/ATP IL-1B secretion, AlphaLISA, 16 h; active compounds read low. activity change, % at 57.5 µM. actives 4.7% (n = 360,000). AID 743279; in the data active = activity change below about -50%; inconclusive = mostly about -30% to -49%; note: % is set by controls: 0 for no effect and ±100 for the full control effect
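Secreted IL-1B measured by AlphaLISA bead assay after 16 h compound exposure of THP-1 cells; compounds (final up to 57.5 uM) added 1 h before LPS (250 ng/mL) and ATP (1.25 mM) stimulation; lower signal means less secretion.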
Active calls of the source: *; i = inactive; ? = inconclusive; nt = not tested or not shown; & = joins results of further samples; [ ] = another dose, or the depositor's remark. Unless noted, calls come from the whole dose curve; as a rule, active = well fitted curve in the direction sought with a large enough effect; inconclusive = small, poorly fitted or top-dose-only effect, or another doubt; inactive = no such curve, though single readings can be large; an effect the other way counts as inactive or inconclusive. Compounds were not picked by outcome; about 12% have a hit in one of these screens.

SMILES	KB-3-1 cytotox	ATXN2 expr inh	MCF10A rereplic	HT1080 IDH1KD tx	SW480 rereplic	HT1080-NT tox	KB-V1 cytotox	WRN inhibitor	IL-1B inflam inh
CCc1nnc(NC(=O)Cc2cc(OC)c(OC)c(OC)c2)s1	-14%	?	-4%	-4%	-10%	-1%	?	1%	65
CCOC(=O)C(NCCc1ccccc1F)(NC(C)=O)C(F)(F)F (stereo not given)	14%	0%	-1%	14%	-9%	11%	11%	-7%	13
COc1ccccc1NC(=O)COc1ccc(/C=N/NC(=O)CSCc2cc(C)cc(C)c2)cc1	2%	-30%	18µM*	?	-3%	?	-14%	-10%	3
COc1cc(OC)cc(C(=O)OCC(=O)NCc2ccco2)c1	-7%	-10%	-7%	-2%	10%	-5%[9.24 µM]	2%	7%[11.6 µM]	0
O=C(OCc1ccccc1)c1cccc(-c2nnn(Cc3ccccc3)n2)c1	7%	34%	4%	2%	0%	28%	0%	-3%	24
COc1ncnc(OC)c1NC(=O)c1ccc(F)cc1	2%	0%	-6%	9%	-1%	8%	2%	4%	36
COC(=O)c1cc(S(=O)(=O)N2CCCC(C)C2)cn1C (stereo not given)	-17%	nt	23%	-2%	-13%	0%	-20%	0%	25
CCC(CC)C(=O)Nc1nnc(SCC(=O)NC2CCCCC2)s1	-6%	-9%	-5%	6%	3%	0%	?	-2%	8
O=C(CSc1ccc(-c2cccc([N+](=O)[O-])c2)nn1)NC1CCCC1	3%	-9%	12%	12%	2%	15%	-13%	2%	8
COc1ccc(CNC(=O)c2cc(S(=O)(=O)N3CCCC3)cn2C)cc1	2%	3%	5%	3%	2%	-9%	22%	2%	21
COc1ccc(S(=O)(=O)N(CC(=O)N2CCN(C)CC2)c2ccc(C)cc2)cc1OC	4%	0%	4%	2%	1%	0%	?	-2%	-17
CCCCn1c(CN2CCN(c3cccc(Cl)c3)CC2)nc2c1c(=O)n(C)c(=O)n2C	?	?	10%	2%	-11%	2%	0%	10%	-8
O=C(CCC1CCCC1)Nc1ccon1	2%	2%	?	19%	-24%	10%	7%	-6%	-15
C=CCc1cccc(/C=N/n2c(C)nnc2C)c1O	11%	5%	-6%	-5%	-1%	1%	4%	-6%	0
CC(C)(C)C(=O)CSc1nnc(-c2cccs2)n1CC1CCCO1 (stereo not given)	11%	0%	13%	10%	0%	9%	0%	-7%	-18
O=C(Cn1cnc2c(OCc3ccccc3)ncnc21)NCc1ccccn1	0%	4%	3%	0%	-24%	5%	0%	-2%	-5
CCn1c(CSc2nc3ccccc3s2)nnc1SCC(=O)c1ccc(O)cc1O	-4%	-14%	-4%	-18%	2%	6%	2%	-9%	31
O=C(CNC(=O)c1ccc(Br)o1)NNC(=O)c1ccc(Cl)cc1	4%	1%	-1%	0%	-1%	5%	1%	15%	0
CC(C)c1cc(C(=O)NNC(=S)NCc2ccco2)c(O)c(C(C)C)c1	-15%	?	?	16µM*	-2%	?	-16%	-23%[57.1 µM]	-54*
C=CCN(c1ccccc1C(=O)NCC(=O)OCC)S(=O)(=O)c1ccc(C)cc1	18%	21%	0%	14%	-16%	4%	-15%	-15%	4
CCOC(=O)c1ccc(NC(=O)CSc2nnc(C3CC3)n2C)cc1	17%	14%	-3%	5%	7%	?	0%	1%[57.1 µM]	19
CC(=O)Nc1ccc(N(C(=O)CNC(=O)c2ccco2)C(C(=O)NCc2ccco2)c2ccccc2F)cc1 (stereo not given)	0%	-19%[11.3 µM]	3%	1%	4%	3%	5%	-26%[57.1 µM]	-9
CC1(C)CN(c2ccccc2)C(=O)[C@H]1CC(=O)Nc1ccccc1	14%	11%	nt	10%	nt	20%	-2%	2%	1
O=C(CN(Cc1ccc(F)cc1)C(=O)CNS(=O)(=O)c1ccccc1)NCC1CCCO1 (stereo not given)	-2%	18%	1%	-4%	-5%	-7%	-7%	-6%	26
Cc1ccccc1NC(=O)c1cc(S(=O)(=O)N2CCOCC2)cs1	-3%	2%	11%	-1%	0%	2%	-1%	3%	1

Next compounds.
SMILES	KB-3-1 cytotox	ATXN2 expr inh	MCF10A rereplic	HT1080 IDH1KD tx	SW480 rereplic	HT1080-NT tox	KB-V1 cytotox	WRN inhibitor	IL-1B inflam inh
O=C(Cc1ccccn1)c1ccc(Cl)cc1	4%	13%	27%	-1%	-2%	16%	0%	0%	14
O=C(NCc1ccncc1)C1Cc2c(-c3ccccc3Oc3ccccc3)ccnc2O1 (stereo not given)	-11%	0%	nt	-3%	nt	?	0%	-3%	-59*
CC1CCN(S(=O)(=O)c2ccc(-c3nnc(SCc4cccnc4)o3)cc2)CC1	-8%	1%	?	-3%	-9%	-5%	?	4%	30
Cc1cccc(C)c1NC(=O)CCCn1nc(C)c2c(C)n(-c3ccccc3)nc2c1=O	25%	-12%	?	7%	-6%	-1%	13%	-10%	-9
Cc1cc(C)cc(NC(=O)C(OC(=O)c2cc[n+]([O-])cc2)c2ccccc2)c1 (stereo not given)	7%	10%	1%	8%	19%	18%	-1%	-3%	-9
COc1ccc(/C(O)=C2/C(=O)C(=O)N(CCN3CCOCC3)C2c2ccccn2)cc1OC (stereo not given)	0%	-2%	-3%	3%	-7%[9.22 µM]	8%	4%	-3%	23
CCN(CC)C(=O)N1c2ccccc2Sc2ccccc21	-16%	nt	9%	-24%	-3%	-19%	-26%	-4%	7
O=C(NCc1ccc(F)c(F)c1)c1ccc(-c2ccc(F)c(F)c2)c2ccoc12	0%	-20%	nt	-12%	nt	-24%	-4%	-9%	?
COc1ccc(Cn2c(=O)oc3ccc(C)cc32)cc1	1%	-1%	-28%	0%	-22%[1.84 µM]	-23%	-10%	-1%[57.1 µM]	0
COc1ccc(/C=N/Nc2cc(C)nc3c(C)cccc23)cc1	?	?	18µM*	?	26µM*	?	0%	?	?
Cc1ccccc1C(=O)NC(=S)NCCc1ccccc1	2%	7%	3%	6%	-2%	1%	-5%	-3%	0
Cc1ccc(N2C(=O)CCC(C(=O)O)C2c2cccs2)cc1 (stereo not given)	1%	-7%	5%	0%	-9%	15%	-4%	-34%	-2
CCc1ccccc1NC(=S)Nc1cc(OC)c(NC(=O)C(C)C)cc1OC	-2%	-18%	9%	21%	0%	14%	-17%	13%	-7
Cn1cccc1C(=O)OCC(=O)c1cc2ccccc2o1	0%	33%	19%	14%	-5%	19%	-27%	-7%	-2
CCN(CC)C(=O)Cn1cc(S(=O)(=O)CC(=O)Nc2cc(OC)ccc2OC)c2ccccc21	-11%	2%	0%	0%	-4%	-6%	-16%	-13%	i
COC(=O)c1c(NC(=O)c2ccccc2C(=O)O)sc2c1CCCC2	11%&1%	-9%	nt	0%	nt	-7%	0%&10%	-9%	?
CC(C)Oc1ccc(C(=O)N(Cc2ccco2)C2CCS(=O)(=O)C2)cc1 (stereo not given)	0%	7%	-7%	9%	14%	2%	?	-2%	8
CCc1ccc2oc(C(=O)NCc3ccc(S(N)(=O)=O)cc3)c(C)c2c1	?	-12%	-19%	-28%	-1%	-2%	-12%	-2%	22
O=S(=O)(c1cc(F)ccc1F)N1CCN(c2ncccn2)CC1	3%	4%	5%	1%	1%	12%	8%	-2%	1
COc1ccccc1CSc1nc2ccccc2[nH]1	11%	78%[activator]	8.2µM*	-14%	?	0%	?	-7%	-54*
O=C(NCc1ccc2c(c1)OCO2)c1ccc(CS(=O)Cc2ccc(Cl)cc2)o1 (stereo not given)	-8%	-10%	8%	-5%	-13%	3%	-20%	4%	-69*
CCN(CC)c1ccc(NC(=O)CN(C)Cc2cccs2)cc1	-11%	5%	6%	-2%	10%	-8%	?	?	-13
O=C(COC(=O)c1ccc([N+](=O)[O-])o1)NCCCc1ccccc1	0%	-21%	19%	-2%	-17%	-2%	-10%	22%	-16
Cc1onc(-c2c(F)cccc2Cl)c1C(=O)N1CCCC1	16%	2%	-3%	10%	-1%	11%	11%	-5%	19
CCOC(=O)c1snc2c(=O)[nH]cnc12	10%	1%	?	2%	5%	-6%	-15%	-7%	-8

Single values from the list:
Cc1ccc(N2C(=O)CCC(C(=O)O)C2c2cccs2)cc1 (stereo not given) in MCF10A rereplic is entered as 5%
COc1ccc(/C(O)=C2/C(=O)C(=O)N(CCN3CCOCC3)C2c2ccccn2)cc1OC (stereo not given) in KB-V1 cytotox is entered as 4%
O=C(NCc1ccc(F)c(F)c1)c1ccc(-c2ccc(F)c(F)c2)c2ccoc12 in ATXN2 expr inh is entered as -20%
O=C(CCC1CCCC1)Nc1ccon1 in SW480 rereplic is entered as -24%

Other structures:
SMILES	KB-3-1 cytotox	ATXN2 expr inh	MCF10A rereplic	HT1080 IDH1KD tx	SW480 rereplic	HT1080-NT tox	KB-V1 cytotox	WRN inhibitor	IL-1B inflam inh
Cc1nnc(SCC(=O)NC(C)c2ccccc2)[nH]c1=O (stereo not given)	-4%	-16%	1%	20%	-17%	25%	-4%	-4%[57.1 µM]	-3
COc1ccccc1N1CCN(C(=O)C2CCN(C(=O)c3ccccc3C)CC2)CC1	nt	-5%	13%	0%	-2%	2%	nt	-31%	11
COc1ccc(CCNC(=O)CCc2cc(OC)c(OC)c(OC)c2)cc1	5%	nt	10%	3%	-7%	4%	6%	1%	-1
CC1(C)OC(=O)C2=C(C[C@@H](CCC(F)(F)F)O[C@H]2c2ccc(F)cc2)O1	0%	9%	nt	11%	nt	3%	8%	-8%	-5
COCCNC(=O)Cn1c(=O)n(CCCC(=O)NCc2ccc3c(c2)OCO3)c(=O)c2sccc21	-1%	4%	0%	0%	-5%	2%	4%	2%	0
COc1ccc(Br)cc1C(=O)Nc1ccccc1N1CCCC1	-15%	nt	-1%	-4%	-15%	?	?	-10%	-2

Marked active in SW480 rereplic, of those listed so far:
Structure | SW480 rereplic | WRN inhibitor | IL-1B inflam inh
COc1ccc(/C=N/Nc2cc(C)nc3c(C)cccc23)cc1 | 26µM* | ? | ?
